D2 antagonist: D2 dopamine receptor (human) antagonism; HEK293 TREx D2 cells, calcium flux, dopamine EC80; inhibition, % at 10 µM; 2% of 340,000 active; in the data active = inhibition above about 30%; also: 0% is about no effect
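Tetracycline-induced HEK293 T-REx cells expressing D2 force-coupled to calcium signalling were dye-loaded, exposed to compound for 180 s, then challenged with an EC80 of dopamine; calcium flux was followed kinetically for a further 180 s.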
D1 PAM: enhances dopamine response at the human D1 receptor; HEK293 TREx D1 cells, calcium flux, dopamine EC20 potentiation; potentiation, % at 10 µM; 0.036% of 360,000 active; in the data active = potentiation above about 30%; also: 0% is about no effect
RXFP1 antag: blocks the human relaxin receptor RXFP1. Q9HBX9. HEK293-RXFP1, relaxin-stimulated cAMP HTRF, 30 min; hits give low values. activity change, negative = inhibition, % at 57.5 µM. 0.59% of 350,000 active. AID 1259400;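 active = activity change of -60% or lower, but not beyond a set lower limit; inconclusive = change between -60% and -40%, or beyond the set limit; inactive = change above -40%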; also: % is scaled to controls: 0 for no effect and ±100 for the full control effect
Target sequence (Q9HBX9 whole entry, looked up): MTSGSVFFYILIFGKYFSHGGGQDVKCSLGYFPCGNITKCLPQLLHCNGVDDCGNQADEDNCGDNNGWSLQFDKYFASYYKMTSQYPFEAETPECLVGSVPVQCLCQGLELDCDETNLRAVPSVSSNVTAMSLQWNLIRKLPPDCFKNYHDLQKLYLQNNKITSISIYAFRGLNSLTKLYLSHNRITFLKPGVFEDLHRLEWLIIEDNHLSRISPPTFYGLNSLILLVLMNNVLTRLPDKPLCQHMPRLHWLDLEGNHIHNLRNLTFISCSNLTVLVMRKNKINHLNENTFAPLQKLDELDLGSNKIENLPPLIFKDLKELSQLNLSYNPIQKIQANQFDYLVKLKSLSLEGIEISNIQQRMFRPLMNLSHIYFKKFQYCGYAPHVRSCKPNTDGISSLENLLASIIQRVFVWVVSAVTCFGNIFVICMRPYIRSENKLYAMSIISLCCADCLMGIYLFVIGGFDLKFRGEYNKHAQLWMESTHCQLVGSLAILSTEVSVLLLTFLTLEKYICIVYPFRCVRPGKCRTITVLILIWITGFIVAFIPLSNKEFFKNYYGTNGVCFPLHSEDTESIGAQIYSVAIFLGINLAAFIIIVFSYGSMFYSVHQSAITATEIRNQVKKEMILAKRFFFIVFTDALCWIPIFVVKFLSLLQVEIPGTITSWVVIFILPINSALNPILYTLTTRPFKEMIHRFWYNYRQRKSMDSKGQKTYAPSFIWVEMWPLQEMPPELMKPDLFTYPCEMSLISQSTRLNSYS
TRHR agonist: activates the human TRH receptor; P34981; TRHR cells, calcium flux fluo-8, FDSS agonist mode; activation, % at 2 µM; 0.18% of 360,000 active; also: 0% is about no effect
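In this calcium-flux screen, cells bearing human TRHR are dye-loaded with fluo-8, baselined for 10 cycles, then exposed to library compounds; positive kinetic calcium responses during the agonist phase mark hits, with TRH as control.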
D2 potentiator: positively modulates the human D2 dopamine receptor allosterically; P14416; HEK293 T-REx D2, calcium flux, EC20 dopamine potentiation; potentiation, % at 10 µM; 0.34% of 340,000 active;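 active = potentiation over 3 SD above the plate norm, cut at about 30% in these data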; also: 0% is about no effect
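Tetracycline-induced HEK293 T-REx cells force-coupled to calcium signalling expressed D2; compounds were pin-added after a 10 s baseline, read kinetically 180 s, then an EC20 dopamine challenge followed with a further 180 s calcium read.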
D1 antag: human D1 dopamine receptor antagonism | P21728 | HEK293 TREx D1 cells, calcium flux, dopamine EC80; hits give low values | activity change, negative = inhibition, % at 10 µM | 3.2% of 360,000 active; in the data active = activity change below about -30%; also: % is scaled to controls: 0 for no effect and ±100 for the full control effect
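Antagonism measured as reduced calcium response to an EC80 dopamine addition following 180 s compound pre-read; cells were inducible HEK293 Trex D1 plated overnight at 30 C, read kinetically at 1 cycle/sec.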
D1 agonist: agonists of human D1 dopamine receptor; AID 504660; 1% of 360,000 active; activation, % at 2 µM; HEK293 T-REx D1 cells, calcium flux, agonist mode; also: 0% is about no effect
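Tetracycline-induced HEK293 TREx D1 cells, force-coupled to calcium signalling, were dye-loaded with a no-wash calcium kit. Compound was pin-added after a 10 s baseline. Fluorescence was read kinetically at 1 cycle/s for 180 s, with calcium rises flagged as agonism.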
TRHR enhancer: TRH receptor (human) allosteric enhancement; enhancement, % at 2 µM; TRHR cells, fluo-8 calcium fluorescence, EC20 TRH enhancement; 0.66% of 360,000 active; in the data active = enhancement above about 30%; also: 0% is about no effect
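TRHR-expressing cells loaded with fluo-8 calcium dye were read kinetically (ex 480/em 530) during compound addition, then stimulated with an EC20 of TRH (10 nM final). Enhancement of the Gq-mediated intracellular calcium response was scored.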
D2 ag: agonists of human D2 dopamine receptor; 0.53% of 340,000 active; activation, % at 2 µM; HEK293 T-REx D2 cells, calcium flux agonist mode;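 active = activation over 3 SD above normal in the single-dose calcium agonist read, cut at about 30% in these data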; also: 0% is about no effect
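Calcium-flux readout, 1 cycle/sec over 180 s following compound pin transfer, in inducible HEK293 Trex D2 cells (force-coupled); dopamine controls included. Positive calcium responses during this window marked compounds as potential agonists.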
* marks the source's active call; other numbers are inactive results; u = inconclusive; x = no result given. Rule as the data show it, unless noted: active = activation above about 30%; inactive = the rest.

| item | structure | D2 antagonist | D1 PAM | RXFP1 antag | TRHR agonist | D2 potentiator | D1 antag | D1 agonist | TRHR enhancer | D2 ag |
| --- | --- | --- | --- | --- | --- | --- | --- | --- | --- | --- |
| 1 | COc1ccccc1CN1CC(C(=O)NCCSc2nnnn2C)CCC1=O (stereo unspecified) | -22 | -6 | -2 | 0.4 | -3 | 0 | 1 | 9 | 0.1 |
| 2 | COc1ccc(C(=O)N/C(=C\c2ccco2)C(=O)NCc2ccco2)cc1 | x | -1 | 18 | 0.0 | x | 4 | 3 | -1 | x |
| 3 | C[C@@H]1NC(=O)c2cc([N+](=O)[O-])cc(I)c2NCCCC[C@@H](C(N)=O)NC(=O)[C@H](CCC(=O)O)NC1=O | 7 | -2 | x | -0.3 | 3 | -2 | -3 | -5 | 0.3 |
| 4 | CCOC(=O)c1c(C)n(C)c2ccc(OC)c(NS(=O)(=O)CC)c12 | -19 | 1 | -5 | -0.6 | -3 | 2 | 1 | 11 | 3.0 |
| 5 | CSc1ncccc1C(=O)OCC(=O)Nc1ccc(S(=O)(=O)N2CCCC2)cc1 | 10 | -1 | 13 | -0.9 | -3 | 8 | 5 | 18 | -1.0 |
| 6 | O=C(CNC(=S)N(CCCN1CCOCC1)Cc1cccs1)NC1CCCCC1 | -22 | -5 | 4 | 0.0 | -20 | 7 | 0 | 2 | 1.5 |
| 7 | Cc1ccccc1NC(=O)CSc1cn(CC(=O)N2CCCC2)c2ccccc12 | x | -9 | -3 | -0.1 | 4 | 5 | 0 | 2 | -0.2 |
| 8 | CCC1CN(C(=O)N2CCC(C(=O)Nc3cc(C)ccc3C)CC2)c2ccccc2O1 (stereo unspecified) | x | -1 | 9 | -0.4 | -1 | 1 | 0 | 0 | -1.1 |
| 9 | Cc1ccc(OCC(=O)Nc2cc(NC(=O)COc3ccc(C)cc3)cc(C(=O)O)c2)cc1 | -8 | 1 | 1 | -0.2 | 2 | 3 | 2 | 4 | 0.5 |
| 10 | Cc1cc(C(=O)OCC(=O)N2CCOCC2)ccc1[N+](=O)[O-] | 4 | -6 | -6 | -0.1 | 1 | 3 | 2 | -5 | -0.4 |
| 11 | CCn1c(CNC(=O)c2ccco2)nnc1SCC(=O)c1ccccc1 | 8 | -3 | 8 | -0.8 | -1 | 6 | 3 | 9 | 0.0 |
| 12 | Cc1cc(C)c(S(=O)(=O)N(CC(=O)O)C2CCCCC2)c(C)c1 | -3 | 0 | 2 | 0.1 | -6 | 0 | 1 | -6 | 0.8 |
| 13 | CC(=O)c1ccc(Nc2cc(C)nc3ccccc23)cc1 | -12 | 1 | 5 | -0.2 | -7 | 7 | 0 | -4 | -0.3 |
| 14 | CCc1ccc(C(=O)c2cn(CC(=O)Nc3ccc(Cl)cc3)c3cc4c(cc3c2=O)OCO4)cc1 | x | 1 | x | 1.3 | -23 | -12 | 7 | 2 | 0.6 |
| 15 | CCOc1ccc(N(C(C)C(=O)Nc2cccnc2)S(C)(=O)=O)cc1 (stereo unspecified) | 8 | -2 | 0 | 0.3 | 0 | 1 | 0 | -1 | 0.2 |
| 16 | CN(C)c1ccc(/C=C2/C=C(c3ccc4c(c3)CCCC4)OC2=O)cc1 | 3 | 0 | 0 | 0.1 | 5 | -10 | 1 | 0 | -0.4 |
| 17 | Cc1cccc(C)c1NC(=O)N1C(C(=O)O)CSC1C(=O)O (stereo unspecified) | -23 | -2 | -11 | -0.8 | 1 | -1 | 4 | 6 | -0.5 |
| 18 | COc1ccccc1N(C)S(=O)(=O)c1ccc(C)c(C(=O)N2CCCCCC2)c1 | 0 | -2 | 2 | -0.2 | -5 | -22 | 4 | 0 | 0.0 |
| 19 | COC(=O)C1CCN(C2CC(=O)N(c3cc(C)cc(C)c3)C2=O)CC1 (stereo unspecified) | -6 | 8 | 0 | 0.3 | 2 | 11 | 0 | -10 | -1.3 |
| 20 | COc1ccc([N+](=O)[O-])c(OC)c1C(=O)NC(=O)Nc1c(C)cccc1C | 4 | 4 | -2 | -0.4 | 2 | 0 | 1 | -7 | -0.6 |
| 21 | Cc1cc(C)nc(CCNC(=O)CC2C(=O)NCCN2Cc2ccc(F)cc2Cl)n1 (stereo unspecified) | -2 | 1 | 4 | 0.2 | -2 | -9 | 1 | -1 | 0.0 |
| 22 | O=C(Nc1ccccc1)C1CC(=O)N(C2CCCCC2)C1 (stereo unspecified) | -6 | 9 | 7 | -0.6 | 14 | 2 | 3 | 3 | 0.2 |
| 23 | CCOC(=O)N1CCN(c2c(NCc3ccc(F)cc3)c(=O)c2=O)CC1 | 2 | -7 | 2 | -0.2 | -9 | 6 | 3 | -4 | -1.0 |
| 24 | COc1ccc(NS(=O)(=O)c2c(C)n(C)c(=O)n(C)c2=O)cc1 | 14 | 4 | -3 | 0.0 | -2 | 2 | 2 | -1 | -0.4 |
| 25 | CC(/C=N/Nc1ncc(C)c(=O)[nH]1)=C\c1ccccc1 | x | 1 | -3 | -0.5 | 13 | 7 | -3 | 0 | x |
| 26 | Cc1ccc2cc(C3CC(c4ccco4)=NN3C(=O)CCC(=O)O)c(Cl)nc2c1 (stereo unspecified) | 16 | -3 | 9 | -0.8 | 9 | -3 | 1 | -1 | 0.3 |
| 27 | Cc1ccc(S(=O)(=O)CNC(=S)c2cccc(Cl)c2)cc1 | 6 | -6 | -35 | -0.4 | 4 | -21 | 6 | -6 | -2.4 |
| 28 | COc1ccc(C)cc1NC(=O)C(=O)NCCc1sc(-c2cccc(C)c2)nc1C | x | -5 | x | 0.8 | -3 | -29 | 2 | 0 | -1.1 |
| 29 | Cc1ccc(CNC(=O)CNC(=O)c2c(C)nn(C)c2Cl)cc1 | -16 | 1 | -7 | -0.7 | 12 | 0 | 4 | -1 | 0.0 |
| 30 | Cc1cc(C)n(CCC(=O)N/N=C/c2cccc([N+](=O)[O-])c2)n1 | 4 | -1 | -1 | 0.2 | -3 | -1 | 0 | 1 | -0.8 |
| 31 | O=C(/C=C\Nc1ccccn1)c1ccc(Cl)cc1 | 13 | -9 | 0 | 0.3 | -11 | -13 | 3 | -4 | -0.2 |
| 32 | CSc1ccc(S(=O)(=O)NCC(=O)OCC(=O)NCC2CCCO2)cc1[N+](=O)[O-] (stereo unspecified) | -10 | -6 | -20 | 0.0 | 1 | -1 | 0 | 4 | 0.0 |
| 33 | Cc1cccc(C(=O)OCCN2CCOCC2)c1 | -2 | -1 | -5 | -0.2 | -2 | -9 | 6 | -1 | 1.5 |
| 34 | COCCn1c(=O)[nH]c2cc(C(=O)N3CCN(c4ccc(OC)cc4)CC3)ccc2c1=O | 2 | x | 2 | -1.6 | 6 | -4 | 2 | 0 | 0.7 |
| 35 | CC(=O)Cc1nsc(Nc2ccc(Cl)cc2)n1 | -8 | -5 | -23 | 0.2 | -3 | 1 | 2 | -3 | -0.4 |
| 36 | O=C(CCN1CCCCC1)Nn1c(=S)[nH]c2ccccc2c1=O | x | 1 | -13 | -0.2 | x | -21 | 3 | 3 | x |
| 37 | O=C(COc1ccc2ccccc2c1)NNC(=O)c1cccs1 | -5 | 8 | -11 | 0.2 | 9 | -10 | 2 | -2 | 1.0 |
| 38 | COc1ccc(N2CCN(c3nc(C)c(C)c(=O)[nH]3)CC2)cc1 | 7 | 7 | 6 | -0.2 | 15 | -5 | -1 | -1 | 0.7 |
| 39 | CCOc1cc(-c2noc(CCC(=O)N3CCOCC3)n2)ccc1OC | 7 | 9 | 2 | 0.1 | 5 | 7 | 3 | -1 | 0.0 |
| 40 | CC(=N[C@@H]1CCCC[C@H]1N=C(C)c1ccccc1O)c1ccccc1O | 1 | -8 | -6 | 0.8 | 11 | 3 | -1 | -1 | 0.8 |
| 41 | CCOc1ccc(NC(=O)CN(C)C(=O)CCCc2nc3ccccc3c(=O)[nH]2)cc1OCC | 8 | 0 | -9 | 0.0 | 21 | 1 | -1 | -3 | 0.7 |
| 42 | Cc1cc(F)ccc1S(=O)(=O)NCC(c1ccco1)S(=O)(=O)c1cccs1 (stereo unspecified) | x | -1 | -11 | -0.2 | 18 | x | 10 | 5 | 1.0 |
| 43 | O=C(NCc1ccco1)c1ccc2c(c1)C(=O)N(Cc1ccccc1)C2=O | -16 | -3 | -4 | -0.5 | -2 | 3 | 7 | -7 | -0.9 |
| 44 | COc1cccc(-n2c(SCC(N)=O)nc3c(oc4ccccc43)c2=O)c1 | x | -4 | x | -0.5 | 8 | 10 | -1 | -4 | 0.0 |
| 45 | O=C(c1ccc(Cl)cc1)N1CCN(S(=O)(=O)/C=C/c2ccccc2)CC1 | -3 | -3 | -1 | 0.0 | 6 | -3 | 3 | 3 | 0.6 |
| 46 | COc1ccc(-c2cc3c(=O)n(CC(=O)NCCCN4CCN(Cc5ccccc5)CC4)ncn3n2)cc1 | 37* | 0 | 6 | 0.4 | -32 | 1 | 4 | -4 | 0.7 |
| 47 | O=C(C1CCN(c2ncnc3c2nc2n3CCCCC2)CC1)N1CCN(c2ccc(Cl)cc2)CC1 | x | -1 | 7 | -0.6 | -12 | 1 | -2 | 0 | -1.4 |
| 48 | O=C(NC12CC3CC(CC(C3)C1)C2)c1ccco1 | -12 | 6 | u | -0.3 | 1 | 7 | 5 | -5 | 0.7 |

Reformatted with two lines to a compound: part of the list above
Every second line gives: D2 antagonist	D1 PAM	RXFP1 antag	TRHR agonist	D2 potentiator	D1 antag	D1 agonist	TRHR enhancer	D2 ag
1) COc1ccccc1CN1CC(C(=O)NCCSc2nnnn2C)CCC1=O (stereo unspecified)
  -22	-6	-2	0.4	-3	0	1	9	0.1
2) COc1ccc(C(=O)N/C(=C\c2ccco2)C(=O)NCc2ccco2)cc1
  x	-1	18	0.0	x	4	3	-1	x
3) C[C@@H]1NC(=O)c2cc([N+](=O)[O-])cc(I)c2NCCCC[C@@H](C(N)=O)NC(=O)[C@H](CCC(=O)O)NC1=O
  7	-2	x	-0.3	3	-2	-3	-5	0.3
4) CCOC(=O)c1c(C)n(C)c2ccc(OC)c(NS(=O)(=O)CC)c12
  -19	1	-5	-0.6	-3	2	1	11	3.0
5) CSc1ncccc1C(=O)OCC(=O)Nc1ccc(S(=O)(=O)N2CCCC2)cc1
  10	-1	13	-0.9	-3	8	5	18	-1.0
6) O=C(CNC(=S)N(CCCN1CCOCC1)Cc1cccs1)NC1CCCCC1
  -22	-5	4	0.0	-20	7	0	2	1.5
7) Cc1ccccc1NC(=O)CSc1cn(CC(=O)N2CCCC2)c2ccccc12
  x	-9	-3	-0.1	4	5	0	2	-0.2
8) CCC1CN(C(=O)N2CCC(C(=O)Nc3cc(C)ccc3C)CC2)c2ccccc2O1 (stereo unspecified)
  x	-1	9	-0.4	-1	1	0	0	-1.1
9) Cc1ccc(OCC(=O)Nc2cc(NC(=O)COc3ccc(C)cc3)cc(C(=O)O)c2)cc1
  -8	1	1	-0.2	2	3	2	4	0.5

Compounds were not picked by outcome; any-hit rate near 7.3%.
